CHX counter: affects cycloheximide protein synthesis inhibition readout, counter-screen. cell reporter, cycloheximide protein synthesis inhibition counterscreen. max response, %. hit rate 12% among 300,000. AID 2314; in the data active = max response mostly above about 13%, no sharp cut-off; inactive = mostly below about 14%; note: read at 38.3 µM for the half of the compounds with a filed dose; 0% is about no effect
HCV inhibitor: inhibitors of hepatitis C virus infection; Huh7.5.1 HCVcc-Cre infection, luciferase reporter, 44 h; hit rate 3.4% among 340,000; Potency, µM (series often up to 41.8 µM), inactives show top-dose activity change, negative = inhibition, hits mostly inhibitors; AID 651820; note: potency is the fitted concentration of half-maximal effect; % is set by controls: 0 for no effect and ±100 for the full control effect
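Cells (1,000/well) were plated 4 h before compound, then infected with HCVcc-Cre virus (~0.5 moi). After 44 h further culture, infection was read as luciferase luminescence following a 15 min substrate incubation at room temperature.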
Tb PYK inh: blocks Trypanosoma brucei pyruvate kinase. TbPYK enzyme, Kinase-Glo Plus ATP luminescence, 45 min. Potency, µM (titrated, usually from 76.8 µM), inactives show at the top dose activity, negative = inhibition, most hits filed as inhibitors. hit rate 0.12% among 410,000; note: potency is the fitted concentration of half-maximal effect; % is set by controls: 0 for no effect and ±100 for the full control effect; nearly all actives have a fitted effect of over 50% in size
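Assay buffer: 50 mM TEA pH 7.2, 100 mM KCl, 10 mM MgCl2, 0.05% BSA, 0.01% Tween-20. Pyruvate kinase from T. brucei plus substrate met compound, then ADP (130 uM final). Luminescence was read post 45 min RT.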
LmPK inhibitor: inhibitors of Leishmania mexicana pyruvate kinase | Q27686 | purified LmPK, Kinase-Glo ATP luminescence, 1 h | Potency, µM (series often up to 57.5 µM), for inactives: at the top dose activity change, negative = inhibition, hits mostly inhibitors | hit rate 0.37% among 290,000; note: potency is the fitted concentration of half-maximal effect; % is set by controls: 0 for no effect and ±100 for the full control effect
Target sequence (Q27686 whole entry, looked up): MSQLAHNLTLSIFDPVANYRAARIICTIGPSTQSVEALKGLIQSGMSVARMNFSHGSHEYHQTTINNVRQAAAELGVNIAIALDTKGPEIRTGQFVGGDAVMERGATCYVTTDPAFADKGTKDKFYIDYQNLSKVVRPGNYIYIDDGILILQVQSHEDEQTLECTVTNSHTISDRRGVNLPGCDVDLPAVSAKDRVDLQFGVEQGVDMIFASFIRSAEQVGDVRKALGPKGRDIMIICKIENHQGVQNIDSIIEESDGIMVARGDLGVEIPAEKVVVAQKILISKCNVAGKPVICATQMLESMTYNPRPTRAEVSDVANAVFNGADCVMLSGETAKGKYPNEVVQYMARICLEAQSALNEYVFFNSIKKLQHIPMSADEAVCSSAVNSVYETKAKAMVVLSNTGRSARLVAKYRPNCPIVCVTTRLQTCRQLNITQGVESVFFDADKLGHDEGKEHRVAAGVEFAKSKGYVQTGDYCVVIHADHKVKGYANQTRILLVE
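qHTS format; LmPK 0.1 nM; substrates PEP 0.5 mM and ADP 0.1 mM. One-hour room-temperature incubation, then coupled luciferase luminescence; 0.5 nM enzyme wells mark activation.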
Pf growth 48h: inhibits P. falciparum growth in the first generation, 48 h; P. falciparum luciferase growth in erythrocytes, 48 h; Potency, µM (titrated, usually from 28.7 µM), for the others: at the highest dose activity change, negative = inhibition, most hits filed as inhibitors; hit rate 5.9% among 310,000; AID 504832; note: potency is the fitted concentration of half-maximal effect; % is set by controls: 0 for no effect and ±100 for the full control effect
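Luciferase-expressing parasites in RBCs, 2% Hct / 0.1% parasitemia final; RPMI 1640 + 0.5% Albumax; 37 C, 5% CO2, one generation; luminescence read-out, lower signal = inhibition.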
Shiga toxin inh: inhibitors of Shiga toxin in Vero cells; Vero cells, Shiga toxin protein synthesis inhibition reporter; inhibition, % at 38.7 µM; hit rate 9.2% among 290,000; in the data active = inhibition mostly above about 28%, no sharp cut-off; inactive = mostly below about 43%; note: 0% is about no effect
Pf growth 96h: inhibits malaria parasite growth, 96 h. hit rate 6.9% among 320,000. Potency, µM (highest dose often 28.7 µM), without a hit: top-dose activity change, negative = inhibition, most hits filed as inhibitors. P. falciparum luciferase reporter growth, 96 h; note: potency is the fitted concentration of half-maximal effect; % is set by controls: 0 for no effect and ±100 for the full control effect
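Cell-based qHTS: luciferase-tagged P. falciparum in erythrocytes (2% hematocrit, 0.05% parasitemia final) incubated with compounds for 96 hours, 37 C, 5% CO2; luciferase detection reagent then added and luminescence measured.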
Active calls of the source: *; ? = inconclusive; · = no result given; & = joins results of further samples; [ ] = another dose, or the depositor's remark. Unless noted, calls come from the whole dose curve; as a rule, active = well fitted curve in the direction sought with a large enough effect; inconclusive = small, poorly fitted or top-dose-only effect, or another doubt; inactive = no such curve, though single readings can be large; an effect the other way counts as inactive or inconclusive.

1: Cc1cc(NNC(=O)c2cccc(C(F)(F)F)c2)nc2c1c(C)nn2C
2: O=C(CSCCSCC(=O)c1ccco1)c1ccco1
3: CCCC(=O)Nc1ccccc1NC(=O)c1ccc(OCC)cc1
4: Cc1ccc(NC(=O)C2(c3ccc([N+](=O)[O-])cc3)CCCC2)cc1
5: CC(NC(=O)c1cc(S(=O)(=O)N2CCCC2)cn1C)c1ccccc1 (configuration not stated)
6: CCN(CC)S(=O)(=O)c1ccc(-c2nnc(SCC(=O)Nc3ccc(OC)cc3)o2)cc1
7: CCCCC(=O)Nc1cc([N+](=O)[O-])ccc1F
8: CC(=O)NC(Cc1ccc(F)c(F)c1)C(=O)NC1CCN(c2c(Cc3ccccc3)c(C)nc3ncnn23)CC1 (configuration not stated)
9: CC(NC(=O)Cc1ccc(Br)cc1)c1ccccc1 (configuration not stated)
10: COc1cccc(C2CC(C(F)(F)F)n3ncc(C(=O)NCc4ccco4)c3N2)c1 (configuration not stated)

entry no.	1	2	3	4	5	6	7	8	9	10
CHX counter	-1	13*	-1	0	-2	-1	-2	11	2	-4
HCV inhibitor	4.5µM*	-16%	-7%	?	12%	-5%	-6%	-5%	5%	?
Tb PYK inh	1%	·	7%	-1%	-2%	-25%	1%	-2%	-13%	8%
LmPK inhibitor	3%	11%	2%	2%	2%	5%	1%	-1%	3%	-3%
Pf growth 48h	22%	24%	-2%	2.6µM*	0%	?	3%	15%	30%[activator]	-8%
Shiga toxin inh	-8	49	11	-21	-3	8	-9	24	-4	-9
Pf growth 96h	-10%	?	-13%[1.15 µM]	-3%	7%	-11%	?	15%	?	1%

Ordered by number of heavy atoms (low to high): 3 of the compounds above.
5: CC(NC(=O)c1cc(S(=O)(=O)N2CCCC2)cn1C)c1ccccc1 (configuration not stated)
1: Cc1cc(NNC(=O)c2cccc(C(F)(F)F)c2)nc2c1c(C)nn2C
6: CCN(CC)S(=O)(=O)c1ccc(-c2nnc(SCC(=O)Nc3ccc(OC)cc3)o2)cc1

entry no.	5	1	6
CHX counter	-2	-1	-1
HCV inhibitor	12%	4.5µM*	-5%
Tb PYK inh	-2%	1%	-25%
LmPK inhibitor	2%	3%	5%
Pf growth 48h	0%	22%	?
Shiga toxin inh	-3	-8	8
Pf growth 96h	7%	-10%	-11%

Remaining list, next part.
11: CCOC(=O)N1CCN(Cc2nc3c(c(=O)n(C)c(=O)n3C)n2CCC(C)C)CC1
12: CCOc1ccccc1N1CCN(C(=O)c2cc3ccccc3cc2OC)CC1
13: CCCCCCOc1ccc(CN2CCN(CC)CC2)cc1
14: O=C(Nc1cccnc1)c1cc2c(s1)-c1ccccc1OC2
15: NC(=O)c1ccc(OCC(F)(F)F)nc1
16: O=C(COc1ccc(Cl)cc1)Nc1ncc([N+](=O)[O-])s1
17: Cc1cc(C(F)F)n2nc(C(=O)Nc3sc4c(c3C(N)=O)CCC4)nc2n1
18: COc1ccc(OCCCC(=O)N2CCN(S(=O)(=O)c3cccc(F)c3)CC2)cc1
19: O=C(CCS(=O)(=O)c1ccc(Br)s1)NCc1ccccc1
20: CCCCCOc1ccc(C2C(C(=O)c3ccc(C)o3)=C(O)C(=O)N2c2cc(C)on2)cc1 (configuration not stated)

entry no.	11	12	13	14	15	16	17	18	19	20
CHX counter	-2	·	55*	43*	1	48*	0	·	2	15
HCV inhibitor	-4%	?	?	?	15%	?	?	?	6%	-15%
Tb PYK inh	2%	-11%	-14%	5%	6%	4%	-1%	-1%	-2%	-1%
LmPK inhibitor	0%	·	-2%	2%	-2%	-5%	3%	·	6%	4%
Pf growth 48h	·	35%	·	?	32%[activator]	199%[activator]	?	?	27%	-12%
Shiga toxin inh	-11	·	140*	54*	-10	147*	-16	·	-10	10
Pf growth 96h	?	?	249%[activator]	211%[activator]	51%[activator]	-19%	4.1µM*	?	·	?

21: COc1ccc(NC(=O)c2cccs2)cc1O
22: CC(C)(C)C1CCc2c(sc(NC(=O)CSc3ncn[nH]3)c2C#N)C1 (configuration not stated)
23: Cc1cnc(C(=O)Nc2nccs2)cn1
24: O=C(C1=C(O)C(=O)N(CCOCCO)C1c1ccccn1)c1cccs1 (configuration not stated)
25: Oc1c(C(c2ccccn2)N2CCOCC2)ccc2cccnc12 (configuration not stated)
26: C=CCN1CCN(C(c2ccc(OC)c(OC)c2)c2nnnn2C(C)(C)C)CC1 (configuration not stated)
27: NC(=O)c1cccc(C(N)=O)n1
28: CC(C)CNS(=O)(=O)c1ccc(CCC(=O)NCc2ccc(Cl)cc2)cc1
29: CCOC(=O)c1sc2nc(C)cc(C)c2c1NC(=O)c1ccco1
30: Cc1cc(S(=O)(=O)NCCN2CCOCC2)ccc1Cl

entry no.	21	22	23	24	25	26	27	28	29	30
CHX counter	58*	14*	64*	15*	2	-4	-1	-2	-2	-8
HCV inhibitor	16%	?	25%	27%	3.5µM*	1%	6%	8%	-20%	11%
Tb PYK inh	-8%	-12%	-14%	1%	123%[activator]	-2%	-7%	-6%	8%	-5%
LmPK inhibitor	-13%	1%	-22%	-5%	15%	2%	4%	-7%	-3%	-1%
Pf growth 48h	174%[activator]	-27%	62%[activator]	18%	9.3µM*	?	8%	-15%	8%	·
Shiga toxin inh	70*	21	108*	29*	-8	-7	13	-11	5	-6
Pf growth 96h	140%[activator]	-22%	90%[activator]	20%	·	27%	8.3µM*	?	18%	-3%

31: c1cc(-c2sc(-c3ccncc3)c(-c3ccncc3)c2-c2ccncc2)ccn1
32: CCCNC(=O)C(=O)NCCC1=CCCCC1
33: Cc1ccc(N2C(=O)CSC23C(=O)Nc2ccccc23)cc1 (configuration not stated)
34: CC(C(N)=O)N1C(=O)C2C3C=CC(C3)C2C1=O (configuration not stated)
35: C/C=N\NC(=O)CNC(=O)CNC(=O)c1ccccc1
36: O=C(O)COc1ccc(-c2nnn(Cc3ccccc3F)n2)cc1
37: COc1ccc(CCC(=O)NNC(=O)c2cccs2)cc1
38: O=C(CCc1ccccc1)Nc1nc2ccc(S(=O)(=O)N3CCOCC3)cc2s1
39: CCn1nnnc1SCC(=O)N1CCOCC1
40: O=C1NC(=S)S/C1=C1\Sc2ccccc2N1CCCS(=O)(=O)O

entry no.	31	32	33	34	35	36	37	38	39	40
CHX counter	-6	15	1	-3	-2	12	·	5	-4	-2
HCV inhibitor	-27%	17%	3%	1%	1%	5%	19%	-21%	26%	22%
Tb PYK inh	-4%	4%	9%	5%	3%	-7%	3%	-13%	-2%	0%
LmPK inhibitor	4%	-6%	1%	-1%	1%	-11%	·	-1%	-3%	16µM*
Pf growth 48h	?	2%	-8%	36%[activator]	-9%	24%	-11%	?	11%	7%
Shiga toxin inh	-5	15	-1	-5	-5	-8	·	-6	-4	-3
Pf growth 96h	141%[activator]	6%	·	12%	37%[activator]	196%[activator]	-2%	?	?	7.4µM*

Given tab-delimited: part of the list above
item	Structure	CHX counter	HCV inhibitor	Tb PYK inh	LmPK inhibitor	Pf growth 48h	Shiga toxin inh	Pf growth 96h
33	Cc1ccc(N2C(=O)CSC23C(=O)Nc2ccccc23)cc1 (configuration not stated)	1	3%	9%	1%	-8%	-1	·
34	CC(C(N)=O)N1C(=O)C2C3C=CC(C3)C2C1=O (configuration not stated)	-3	1%	5%	-1%	36%[activator]	-5	12%
35	C/C=N\NC(=O)CNC(=O)CNC(=O)c1ccccc1	-2	1%	3%	1%	-9%	-5	37%[activator]
36	O=C(O)COc1ccc(-c2nnn(Cc3ccccc3F)n2)cc1	12	5%	-7%	-11%	24%	-8	196%[activator]

(cont.)
41: O=C(Nc1ccccc1)NC1(C(=O)NCc2ccco2)CCCCC1
42: CCNC(=O)Cc1ccc(Br)cc1
43: CCCOc1ccc(N2C(=O)CC(N(CCOC34CC5CC(CC(C5)C3)C4)C(C)=O)C2=O)cc1 (configuration not stated)
44: CC1CCN(CCCNC(=O)c2n[nH]c(=O)c3ccccc23)CC1
45: COc1ccccc1Nc1nc(-c2sc(NC(=O)C(C)(C)C)nc2C)cs1
46: CCC(C)Nc1cc(C)c(C#N)c2nc3ccccc3n12 (configuration not stated)
47: O=C(Nc1cccc(C(=O)N2CCOCC2)c1)c1ncn[nH]1
48: CCCCN(C)CCNC(=O)CN1C(=O)CSc2ccc(S(=O)(=O)N3CCCCC3)cc21
49: CCCS(=O)(=O)Nc1c(C(=O)OC)[nH]c2ccccc12
50: N=c1c2c(-c3ccccc3)c(-c3ccccc3)n(Cc3ccco3)c2ncn1CCN1CCOCC1

entry no.	41	42	43	44	45	46	47	48	49	50
CHX counter	-4	-4	-6	-4	2	-7	-4	1	-2	-5
HCV inhibitor	4%	12%	-5%	1%	2.5µM*	?	4%	17%	0%	?
Tb PYK inh	1%	1%	-1%	2%	-5%	4%	2%	7%&-6%	5%	12%
LmPK inhibitor	0%	-2%	10%	1%	-3%	?	-3%	5%	0%	5%
Pf growth 48h	3%	·	44%[activator]	21%	?	-6%[0.00184 µM]	-8%	-18%	22%	?
Shiga toxin inh	-7	24	-6	-19	14	-2	-12	16	14	13
Pf growth 96h	20%	58%[activator]	5.2µM*	12µM*	12µM*	-1%	-42%	38%[activator]	3%	12%

51: COc1cccc(CNC(=O)CCCn2nc(C)c3c(C)n(-c4ccccc4)nc3c2=O)c1
52: Cc1cccc(NC(=S)NC(=O)CCc2ccccc2)c1
53: COc1ccnc(Oc2ccc(F)cc2)c1C(=O)N/C=N/OCc1cccc(F)c1
54: CCn1c(COc2ccc(Cl)cc2)nnc1SCC(=O)Nc1ccc2c(c1)OCCO2
55: COc1ccccc1/C=C/C(=O)NNC(=O)c1cc(C)oc1C
56: COc1c(Br)cc(Br)cc1/C=C1/C(=O)N=C(N)N1C
57: COc1cccc(/C=N/NC(=O)c2ccc(N3CCCC3=O)cc2)c1
58: O=c1c(Cl)c(Nc2cccc(Cl)c2)cnn1-c1nc2ccccc2s1
59: Cc1[nH]c2ccc(Br)cc2c(=O)c1CN1CCOCC1
60: CCOc1ccc(C(=O)N[C@H](C(=O)Nc2ccccc2OC)C(C)C)cc1

entry no.	51	52	53	54	55	56	57	58	59	60
CHX counter	-4	18*	17	0	·	-1	11	88*	-4	-5
HCV inhibitor	-11%	-2%	9%	0%	2%	-14%	?	4%	-9%	-6%
Tb PYK inh	0%	-6%	-1%	-3%	-4%	1%	-2%	-6%	-2%	0%
LmPK inhibitor	7%	0%	2%	1%	·	-4%	3%	-20%	0%	0%
Pf growth 48h	?	17%	?	?	?	10%	?	270%[activator]	9%	-16%
Shiga toxin inh	18	72*	-12	2	·	1	22	69*	-9	-4
Pf growth 96h	?	?	2%	149%[activator]	0%	-10%	-1%	69%[activator]	60%[activator]	?

61: Cc1ncsc1CCOC(=O)c1ccccc1
62: O=C(O)Cn1nnnc1-c1ccc(F)cc1
63: Cc1ccc(-c2n[nH]c(=S)n2/N=C/c2c(C)nn(-c3ccccc3)c2C)cc1
64: NC(=O)Cn1c(=O)n(CCc2ccccc2)c(=O)c2c3c(sc21)CCCC3

entry no.	61	62	63	64
CHX counter	38*	1	-1	0
HCV inhibitor	10%	-6%	1%	·
Tb PYK inh	0%	1%	?	-5%
LmPK inhibitor	-19%	-1%	-13%	3%
Pf growth 48h	128%[activator]	-6%	-12%	·
Shiga toxin inh	58*	-13	-7	-7
Pf growth 96h	47%[activator]	·	?	-14%

Source: PubChem (National Center for Advancing Translational Sciences (NCATS))
